High-throughput results from PubChem BioAssay.
CHT inh: inhibitors of human choline transporter CHT; Q9GZV3; CHT-expressing cells, membrane potential dye, choline response; stronger effect = lower value; B-score at 10 µM; hit rate 0.86% among 310,000; AID 488975;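 active means B-score over 3 SD under the library average, and starting fluorescence ratio not unusually high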;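 further: choline stimulus applied at its EC90 after an EC20 pre-addition; B-score computed on integrated fluorescence ratio after choline addition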
Target sequence (Q9GZV3 whole entry, looked up): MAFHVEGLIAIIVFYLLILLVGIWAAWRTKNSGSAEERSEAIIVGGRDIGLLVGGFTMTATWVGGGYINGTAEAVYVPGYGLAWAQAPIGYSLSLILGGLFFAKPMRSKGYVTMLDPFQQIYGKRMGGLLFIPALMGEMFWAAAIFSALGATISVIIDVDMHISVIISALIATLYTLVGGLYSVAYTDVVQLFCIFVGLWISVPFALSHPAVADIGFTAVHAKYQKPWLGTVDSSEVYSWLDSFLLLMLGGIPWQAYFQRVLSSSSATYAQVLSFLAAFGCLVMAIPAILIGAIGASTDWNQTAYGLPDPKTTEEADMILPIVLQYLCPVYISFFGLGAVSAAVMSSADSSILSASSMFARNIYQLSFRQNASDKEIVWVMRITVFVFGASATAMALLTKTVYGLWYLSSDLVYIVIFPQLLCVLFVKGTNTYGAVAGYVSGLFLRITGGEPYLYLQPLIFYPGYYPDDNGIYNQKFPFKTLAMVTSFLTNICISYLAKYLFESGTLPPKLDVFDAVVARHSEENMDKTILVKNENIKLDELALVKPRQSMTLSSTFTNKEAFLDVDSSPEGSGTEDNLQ
CHT PAM: allosterically activates the human high affinity choline transporter | Q9GZV3 | CHT-expressing cells, membrane potential dye, choline EC20; stronger effect = higher value; LV-AA mutant CHT in HEK293 cells | B-score at 10 µM | hit rate 0.49% among 310,000;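 active means initial fluorescence not abnormally high and integrated response B-score, plate-corrected, over 3 SD above library mean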
Calls only. Some of the compounds tested, so the mix of outcomes need not match the whole.

The opening 16 records as a preview:
For CCOC(=O)c1c(NC(=O)c2c(N)n(CCCOC)c3nc4ccccc4nc23)sc2c1CCCC2 the results were CHT inh inactive and CHT PAM inactive.
Screening O=C1C(Cc2cnc[nH]2)NC(=S)N1c1ccccc1 (stereo not drawn) returned CHT inh inactive and CHT PAM inactive.
`CCOc1ccccc1CNCCc1ccc2c(c1)OCO2` gave CHT inh inactive and CHT PAM inactive.
`CCN(CC)c1ccc(/C=C2\C(=O)NC(=S)N(c3ccc(OC)cc3OC)C2=O)o1` gave CHT inh inactive and CHT PAM inactive.
`COc1cccc(-n2c(-c3ccoc3)nc3ccccc3c2=O)c1` gave CHT inh inactive and CHT PAM inactive.
Screening COC(=O)[C@@H]1C[C@@]1(C)[C@@H](NP(=O)(c1ccccc1)c1ccccc1)c1ccccc1 returned CHT inh inactive and CHT PAM inactive.
For CN1CCCC(C(O)(c2ccccc2)c2ccccc2)C1 (stereo not drawn) the results were CHT inh inactive and CHT PAM inactive.
NC1C2CN3CCN(C2)CC1(c1ccccc1)C3 (stereo not drawn) was read as CHT inh inactive and CHT PAM inactive.
Screening Clc1ccc(CO/N=C(\Cn2ccnc2)c2ccc(Cl)cc2Cl)c(Cl)c1 returned CHT inh inactive and CHT PAM inactive.
Screening COc1ccc(NP(=O)(Oc2ccc(Cl)cc2)Oc2ccc(Cl)cc2)cc1OC returned CHT inh inactive and CHT PAM inactive.
Screening C=CCSc1nc2c(c(-c3ccsc3)c1C#N)CN(C)CC2 returned CHT inh inactive and CHT PAM inactive.
For c1ccc(C2CC3CC(c4ccco4)N2O3)cc1 (stereo not drawn) the results were CHT inh inactive and CHT PAM inactive.
Screening COC(=O)N(c1ccccc1)P1(=S)OCCO1 returned CHT inh inactive and CHT PAM inactive.
C=C(C)Cn1c(=O)n(CC2CS2)c2ccccc21 (stereo not drawn) was read as CHT inh inactive and CHT PAM inactive.
Cc1ccc(N=Cc2c(O)n(C)c(=O)n(C)c2=O)cc1 was read as CHT inh inactive and CHT PAM inactive.
Screening CN(C)C(=O)Oc1ccc(-c2cn3cc(Cl)ccc3n2)cc1 returned CHT inh inactive and CHT PAM inactive.

The whole of this part, previewed entries included:
For CCOC(=O)c1c(NC(=O)c2c(N)n(CCCOC)c3nc4ccccc4nc23)sc2c1CCCC2 the results were CHT inh inactive and CHT PAM inactive.
Screening O=C1C(Cc2cnc[nH]2)NC(=S)N1c1ccccc1 (stereo not drawn) returned CHT inh inactive and CHT PAM inactive.
`CCOc1ccccc1CNCCc1ccc2c(c1)OCO2` gave CHT inh inactive and CHT PAM inactive.
`CCN(CC)c1ccc(/C=C2\C(=O)NC(=S)N(c3ccc(OC)cc3OC)C2=O)o1` gave CHT inh inactive and CHT PAM inactive.
`COc1cccc(-n2c(-c3ccoc3)nc3ccccc3c2=O)c1` gave CHT inh inactive and CHT PAM inactive.
Screening COC(=O)[C@@H]1C[C@@]1(C)[C@@H](NP(=O)(c1ccccc1)c1ccccc1)c1ccccc1 returned CHT inh inactive and CHT PAM inactive.
For CN1CCCC(C(O)(c2ccccc2)c2ccccc2)C1 (stereo not drawn) the results were CHT inh inactive and CHT PAM inactive.
NC1C2CN3CCN(C2)CC1(c1ccccc1)C3 (stereo not drawn) was read as CHT inh inactive and CHT PAM inactive.
Screening Clc1ccc(CO/N=C(\Cn2ccnc2)c2ccc(Cl)cc2Cl)c(Cl)c1 returned CHT inh inactive and CHT PAM inactive.
Screening COc1ccc(NP(=O)(Oc2ccc(Cl)cc2)Oc2ccc(Cl)cc2)cc1OC returned CHT inh inactive and CHT PAM inactive.
Screening C=CCSc1nc2c(c(-c3ccsc3)c1C#N)CN(C)CC2 returned CHT inh inactive and CHT PAM inactive.
For c1ccc(C2CC3CC(c4ccco4)N2O3)cc1 (stereo not drawn) the results were CHT inh inactive and CHT PAM inactive.
Screening COC(=O)N(c1ccccc1)P1(=S)OCCO1 returned CHT inh inactive and CHT PAM inactive.
C=C(C)Cn1c(=O)n(CC2CS2)c2ccccc21 (stereo not drawn) was read as CHT inh inactive and CHT PAM inactive.
Cc1ccc(N=Cc2c(O)n(C)c(=O)n(C)c2=O)cc1 was read as CHT inh inactive and CHT PAM inactive.
Screening CN(C)C(=O)Oc1ccc(-c2cn3cc(Cl)ccc3n2)cc1 returned CHT inh inactive and CHT PAM inactive.
Screening O=[N+]([O-])c1ccc(N2CCCCCC2)c2nonc12 returned CHT inh inactive and CHT PAM inactive.
CCOC(=O)c1c(C)n(Cc2ccccc2)c2ccc(O)cc12 was read as CHT inh inactive and CHT PAM inactive.
`Cc1ccccc1C(=O)NC(Oc1ccccc1)C(Cl)(Cl)Cl` (stereo not drawn) gave CHT inh inactive and CHT PAM inactive.
O=C(c1cccnc1)c1cc2ccccc2[nH]1 was read as CHT inh inactive and CHT PAM inactive.
For COc1ccccc1OP(=O)(Nc1ccc(Br)cc1)Oc1ccccc1OC the results were CHT inh inactive and CHT PAM inactive.
For COc1ccc(OC)c(-n2c(O)c(C=Nc3c(C)n(C)n(-c4ccccc4)c3=O)c(=O)[nH]c2=S)c1 the results were CHT inh inactive and CHT PAM inactive.
`C=CCC1(CN2CCCCCC2=O)C(=O)NC(=O)NC1=O` gave CHT inh inactive and CHT PAM inactive.
For CC(=NCC1CCCO1)c1c(O)n(-c2ccccc2)c(=O)[nH]c1=O (stereo not drawn) the results were CHT inh inactive and CHT PAM inactive.
`O=C(CCc1nnc2ccc(NCc3ccccc3Cl)nn12)N1CCC2(CC1)OCCO2` gave CHT inh inactive and CHT PAM inactive.
Screening CC(C)CCNC(=O)c1cc(C(=O)c2cc(Br)ccc2O)cn(CCC(C)C)c1=O returned CHT inh inactive and CHT PAM inactive.
`Nc1ccc(Br)cc1C(=O)c1ccccc1` gave CHT inh inactive and CHT PAM inactive.
O=c1[nH]oc2c1CCNC2 was read as CHT inh inactive and CHT PAM inactive.
For CCC(=O)Nc1cc(C(=O)N2CCC3(CC2)OCCO3)ccc1S(=O)(=O)c1ccc(C)cc1 the results were CHT inh inactive and CHT PAM inactive.
For O=[N+]([O-])c1ccc(NC2CCN(Cc3ccccc3)CC2)c2ccncc12 the results were CHT inh inactive and CHT PAM inactive.
`NC(=O)c1ccc(N=Nc2c(O)[nH]c(=O)[nH]c2=O)cc1` gave CHT inh inactive and CHT PAM inactive.
Screening O=c1[nH]c(=S)n(CCC2=CCCCC2)c(O)c1/C=N/Nc1ccccc1 returned CHT inh inactive and CHT PAM inactive.
For CN(C)C(=O)Oc1ccc2c(c1)O/C(=C\c1cccc(Cl)c1)C2=O the results were CHT inh inactive and CHT PAM inactive.
`O=C(COC(=O)c1cccc(O)c1)Nc1ccc(Cl)cc1C(=O)c1ccccc1` gave CHT inh inactive and CHT PAM inactive.
For COC(=O)CC1(Cc2ccccc2)C(=O)NC(=O)NC1=O the results were CHT inh inactive and CHT PAM inactive.
C=CCn1c(O)c(N=Nc2c(C)n(C)n(-c3ccccc3)c2=O)c(=O)[nH]c1=S was read as CHT inh inactive and CHT PAM inactive.
COc1ccc(-n2c(Cc3ccccc3)nc3ccccc3c2=O)cc1 was read as CHT inh inactive and CHT PAM inactive.
`CCCCCn1cc(C(=O)C(=O)N2CCOCC2)c2ccccc21` gave CHT inh inactive and CHT PAM inactive.
For CCOc1nc(NC(C)C)nc(N2CC3CC(C2)c2cccc(=O)n2C3)n1 (stereo not drawn) the results were CHT inh inactive and CHT PAM inactive.
CCN(CC)CCCOC(=O)C(OC)(c1ccccc1)c1ccccc1 was read as CHT inh inactive and CHT PAM inactive.
CCCC12CN3CCN(C1)CC(CCC)(C3)C2=O was read as CHT inh inactive and CHT PAM inactive.
`CC(Cc1ccccc1Sc1ccccc1O)N(C)C` (stereo not drawn) gave CHT inh inactive and CHT PAM inactive.
For Cc1nc2ccccc2c(=O)n1-c1cc([N+](=O)[O-])cc([N+](=O)[O-])c1 the results were CHT inh inactive and CHT PAM inactive.
Screening O=S(=O)(c1ccc(Cl)cc1)N1CN2CCN(C2)C1 returned CHT inh inactive and CHT PAM inactive.
`O=C(COc1ccccc1)N1CCN(CC2CC=CCC2)CC1` (stereo not drawn) gave CHT inh inactive and CHT PAM inactive.
Screening CN1CC(C(=O)c2cccs2)C(c2ccc(Cl)cc2)C1 (stereo not drawn) returned CHT inh inactive and CHT PAM inactive.
O=C1NC(=O)C2(Cc3ccccc3N3CCCC32)C(=O)N1c1cccc(Cl)c1 (stereo not drawn) was read as CHT inh inactive and CHT PAM inactive.
`COc1ccc(-n2c(CNCCc3ccc(C)cc3)nc3ccccc3c2=O)cc1` gave CHT inh inactive and CHT PAM inactive.
Cc1ccc(/C=C2/Sc3ccc(C(=O)N4CCC5(CC4)OCCO5)cc3NC2=O)cc1 was read as CHT inh inactive and CHT PAM inactive.
Screening CSc1ncc(/C=C2/C(=O)NC(=O)N(c3ccc(C(C)C)cc3)C2=O)cn1 returned CHT inh inactive and CHT PAM inactive.
Screening O=C1NC(=O)C(=Cc2ccc3c(c2)OCO3)C(=O)N1 returned CHT inh inactive and CHT PAM inactive.
Screening CN(C)c1ccc(C2C3C=CC(C3)C2(C#N)C(=O)O)c(Br)c1 (stereo not drawn) returned CHT inh inactive and CHT PAM inactive.
OC1(c2cccnc2)CC2CCC(C1)N2Cc1nnnn1Cc1ccccc1 (stereo not drawn) was read as CHT inh inactive and CHT PAM inactive.
COc1ccc(-n2c(-c3ccc(C)cc3)nc3ccccc3c2=O)cc1 was read as CHT inh inactive and CHT PAM inactive.
Screening CC(=O)NC1CC2CCC(C1)N2 (stereo not drawn) returned CHT inh inactive and CHT PAM inactive.
Oc1ccc(Br)cc1CN1CCN(c2ccccc2)CC1 was read as CHT inh inactive and CHT PAM inactive.
`COc1ccc(C(=O)C2CCCN(Cc3ccon3)C2)cc1OC` (stereo not drawn) gave CHT inh inactive and CHT PAM inactive.
Screening C#CCOC(=O)C1=CCCN(C)C1 returned CHT inh inactive and CHT PAM inactive.
For Cc1ccc(OP(=O)(O)Oc2ccc(C)cc2)cc1 the results were CHT inh inactive and CHT PAM inactive.
O=C1NC(=O)C(CCc2ccncc2)(Cc2ccc([N+](=O)[O-])cc2)C(=O)N1 was read as CHT inh inactive and CHT PAM inactive.
Screening CN(C)C(=O)Oc1ccc(OCc2nc3ccccc3[nH]2)cc1 returned CHT inh inactive and CHT PAM inactive.
Screening O=C(Cc1ccccc1)N1CCN(Cc2cccnc2)CC1 returned CHT inh inactive and CHT PAM inactive.
For CCOC(=O)c1nc2ccccc2c(=O)n1-c1cccc(C)c1 the results were CHT inh inactive and CHT PAM inactive.
`CCN1CC2C3CCC(C)(O3)C2C1` (stereo not drawn) gave CHT inh inactive and CHT PAM inactive.
Screening CC(C)CC12CN3CCN(CC(C3)/C1=N/O)C2 returned CHT inh inactive and CHT PAM inactive.
Screening Clc1ccc(CCNCc2ccncc2)c(Cl)c1 returned CHT inh inactive and CHT PAM inactive.
Screening O=C(CCN1C(=O)COc2ccccc21)N1CCC2(CC1)OCCO2 returned CHT inh inactive and CHT PAM inactive.
`O=C(Cn1ncc2ccsc2c1=O)N1CCC2(CC1)OCCO2` gave CHT inh inactive and CHT PAM inactive.
Screening COc1cccc(C(=O)C2CCCN(Cc3ccon3)C2)c1 (stereo not drawn) returned CHT inh inactive and CHT PAM inactive.
For O=C1NC(=O)N(CCC2=CCCCC2)C(=O)/C1=C/c1cccs1 the results were CHT inh inactive and CHT PAM inactive.
Screening COC(=O)C1=C(c2cc3ccccc3s2)C[C@@H]2CC[C@H]1N2C(=O)NCc1ccc(C(F)(F)F)cc1 returned CHT inh inactive and CHT PAM inactive.
`Cc1ccc(S(=O)(=O)N(C)C/N=C(\N)N[N+](=O)[O-])cc1` gave CHT inh inactive and CHT PAM inactive.
`O=C(Cc1ccccc1)N1CCN(Cc2cccc(Cl)c2)CC1` gave CHT inh inactive and CHT PAM inactive.
Screening COC(=O)Nc1ccc(N=C(N)N[N+](=O)[O-])cc1 returned CHT inh inactive and CHT PAM inactive.
For Cc1ccc(-c2nc3ccccc3c(=O)n2-c2cccc(C)n2)cc1 the results were CHT inh inactive and CHT PAM inactive.
Screening O=Cc1c(C(=O)O)n(Cc2ccc(F)cc2Cl)c2ccccc12 returned CHT inh inactive and CHT PAM inactive.
For Cc1ccc(CNC2=NCCS2)cc1 the results were CHT inh inactive and CHT PAM inactive.
`Cn1c(O)c(/C=N/c2ccccn2)c(=O)n(C)c1=O` gave CHT inh inactive and CHT PAM inactive.
For Cn1c(=O)cc(SCC(=O)N2CCC3(CC2)OCCO3)c2ccccc21 the results were CHT inh inactive and CHT PAM inactive.
Screening O=C1NC(=O)C2(Cc3ccccc3N3CCCC32)C(=O)N1 (stereo not drawn) returned CHT inh inactive and CHT PAM inactive.
`C/C(=N\Nc1cccc2ccccc12)c1c(O)n(Cc2ccccc2)c(=O)[nH]c1=O` gave CHT inh inactive and CHT PAM inactive.
COc1cccc(NC(=O)CN2CC(c3ccccc3)CC2=O)c1 (stereo not drawn) was read as CHT inh inactive and CHT PAM inactive.
Screening N#Cc1ccc(NC(=O)CN2C(=O)NC3(CCCC3)C2=O)cc1Cl returned CHT inh inactive and CHT PAM inactive.
`O=C(Nc1ccc2ccccc2c1)c1nn(C23CC4CC(CC(C4)C2)C3)cc1Br` gave CHT inh inactive and CHT PAM inactive.
For O=[N+]([O-])c1ccc2c(c1)C(c1ccccc1)=NCCN2 the results were CHT inh inactive and CHT PAM inactive.
`CNC(C(=O)c1ccccc1)C(OC)c1cccc([N+](=O)[O-])c1` (stereo not drawn) gave CHT inh inactive and CHT PAM inactive.
Cc1ccc(OP(=O)(NC(C)c2ccccc2)Oc2ccc(C)cc2)cc1 (stereo not drawn) was read as CHT inh inactive and CHT PAM inactive.

Fetched one by one from the list above, two records:
`CNC(C(=O)c1ccccc1)C(OC)c1cccc([N+](=O)[O-])c1` (stereo not drawn) gave CHT inh inactive and CHT PAM inactive.
`C/C(=N\Nc1cccc2ccccc12)c1c(O)n(Cc2ccccc2)c(=O)[nH]c1=O` gave CHT inh inactive and CHT PAM inactive.
